# DENV2 CPE rescue: inhibitors of DENV2 cytopathic effect, primary screen, cell-based, plate reader, single concentration; AID 651640, 2012; actives 1.7% (n = 350,000); CPE inhibition, % at 9.99 µM; DENV2-infected cells, cytopathic effect rescue; in the data active = CPE inhibition above about 20%, passing the limit was not always enough; inconclusive = no clear call, values can overlap the other calls; tested in BHK-21 cells;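 also: 0% = median of neutral control wells and 100% = median of positive control wells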
# CASP6 VEID inh: human caspase-6 inhibitors, primary screen, biochemical, VEID-R110 fluorescence, single point, set 2. P55212. purified caspase-6, Z-VEID-R110 cleavage fluorescence. inhibition, % at 12.5 µM. actives 0.53% (n = 350,000);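 active = mean inhibition across replicates at least about 35%, with every replicate also reaching that limit, limit read from the data; inconclusive = only one of the two criteria met; inactive = neither criterion met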;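 also: 0% = median of neutral control wells and 100% = no fluorescence left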
# Target sequence (P55212 24-179 limits assumed): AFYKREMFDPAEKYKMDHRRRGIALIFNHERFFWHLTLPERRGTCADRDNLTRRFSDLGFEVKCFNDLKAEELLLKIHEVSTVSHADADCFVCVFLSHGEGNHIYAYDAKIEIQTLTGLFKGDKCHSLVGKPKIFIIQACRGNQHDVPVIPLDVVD
# Target sequence (P55212 194-293 limits assumed): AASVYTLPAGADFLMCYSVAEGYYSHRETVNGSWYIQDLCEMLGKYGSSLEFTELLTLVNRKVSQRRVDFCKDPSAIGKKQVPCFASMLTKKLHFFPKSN
# SIRT5 block: SIRT5 desuccinylase inhibitors, primary screen, biochemical, fluorescence imaging, single point, set 5; NAD-dependent protein deacylase sirtuin-5, mitochondrial (Homo sapiens), Q9NXA8; Purified SirT5, succinyl-peptide AMC, trypsin-coupled fluorescence; inhibition, % at 15 µM; actives 1.1% (n = 330,000); AID 652115, 2013; in the data active = inhibition above about 15%; inconclusive = no clear call, values can overlap the other calls
# Target sequence (Q9NXA8 whole entry, looked up): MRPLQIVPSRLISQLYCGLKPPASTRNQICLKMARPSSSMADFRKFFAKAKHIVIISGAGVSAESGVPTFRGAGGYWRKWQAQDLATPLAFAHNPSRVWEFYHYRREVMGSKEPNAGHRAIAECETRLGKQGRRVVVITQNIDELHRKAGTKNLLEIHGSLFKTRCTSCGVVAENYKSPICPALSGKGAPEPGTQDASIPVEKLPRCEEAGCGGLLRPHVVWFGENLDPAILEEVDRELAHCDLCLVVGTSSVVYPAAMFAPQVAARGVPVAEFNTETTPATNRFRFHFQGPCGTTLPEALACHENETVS
# LGR2 antag: inhibitors of bursicon-induced LGR2 CRE-luciferase signal, primary screen, cell-based, HEK293, CRE-luciferase reporter, bursicon stimulation; inhibition, % at 9.99 µM; actives 0.35% (n = 380,000); bursicon-stimulated, 4 h; Drosophila bursicon receptor LGR2 (rickets);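 active = drop in luminescence signal, shown as inhibition above about 50% in the replicate tests, limit read from the data, passing the limit was not always enough; inconclusive = probably only some replicates passing the limit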;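 also: agonist challenge used bursicon conditioned medium at about half maximal strength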
# EWS-Fli block: EWS/Fli-driven NR0B1 reporter inhibitors, primary screen, A673 cells, NR0B1 luciferase, luminescence, MLPCN library; viability-normalised; inhibition, % at 12.6 µM; actives 0.67% (n = 350,000); AID 651661, 2012;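 active = mean inhibition of at least 50% after viability correction, with every replicate also passing that limit; inconclusive = mean reaches 50% but only one of two replicates passes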;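 also: firefly luciferase signal divided by Alamar Blue viability fluorescence both relative to DMSO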
# PAX8 inh HTS: inhibitors of PAX8-driven TPO luciferase reporter, primary screen, RMG-I cells, single concentration. actives 1.2% (n = 360,000). AID 652154, 2013. SteadyGlo, 24 h. inhibition, % at 12.6 µM;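 active = mean replicate inhibition at least 60% with every replicate also reaching 60%; inconclusive = only one of the two criteria is met; inactive = mean below 60% and not all replicates reaching 60%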;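 also: luciferase light reporting Pax8 driven TPO promoter activity; plate controls were median of neutral control wells for no effect and mitoxantrone controls for full effect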
# ARNT TACC3 PPI: disruptors of ARNT/TACC3 protein interaction, primary screen, biochemical, AlphaScreen, single concentration; Transforming acidic coiled-coil-containing protein 3 (Homo sapiens), Q9Y6A5; AID 623870, 2012; actives 0.66% (n = 390,000); AlphaScreen His-ARNT PAS-B/GST-TACC3 binding, luminescence; TACC3 fragment carries E629A point mutation; inhibition, % at 9.99 µM;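 active = mean inhibition of replicates at least 50% and at least half of replicates each reaching 50%; inconclusive = half or more replicates reach 50% but mean below 50%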;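 also: 0% = complete ARNT plus TACC3 wells and 100% = ARNT alone without TACC3; many hits fall short of the cut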
# The depositor's hits bear a star; ? = inconclusive; · = no result given; & = joins results of further samples.
Compound,EWS-Fli block,ARNT TACC3 PPI,PAX8 inh HTS,SIRT5 block,CASP6 VEID inh,LGR2 antag,DENV2 CPE rescue
Cc1ccc(S(=O)(=O)N[C@@H]2CC[C@@H](CCNC(=O)c3ccccc3F)O[C@H]2CO)cc1,2,1,4,6,2,-3,-6
O=C(CNC(=O)c1ccccc1)NC1(C(=O)NC2CCCCC2)CCCCC1,-1,-10,-11,-3,3,10,-5
O=C(O)C1C2CCCCC2=C2CCCCC2C1C(=O)Nc1nccs1 (configuration not stated),3,0,20,1,3,·,-8
CC(C)c1ccc(/C=N/Nc2cc(N3CCOCC3)nc(N3CCOCC3)n2)cc1,·,4,27,·,·,6,·
O=C(Oc1cccc(NC(=O)c2cccs2)c1)c1cccc(S(=O)(=O)N2CCCC2)c1,·,-2,-25,·,·,-2,·
CCCC#Cc1ccc([C@@H]2[C@@H](CO)N3C(=O)CN(S(=O)(=O)Cc4ccccc4)C[C@@H]23)cc1,-21,·,·,-1,0,14,?
O=C(NC(=O)c1ccccc1)OCC1CCCN2CCCCC12 (configuration not stated),1,1,0,-1,-5,-10,7
CC(=O)N1N=C(c2ccc(Br)cc2)OC1(C)CC(=O)Nc1ccccc1 (configuration not stated),·,-4,-10,·,·,9,·
CNc1nc2cccnc2s1,-4,-5,-13,-2,-1,-6,-4
CCOC(=O)N1CCN(CC(O)COc2cc(C)cc(C)c2)CC1 (configuration not stated),5,-36,-14,0,-1,-9,2
COc1ccc(N(C)S(=O)(=O)c2cccc(C(=O)Nc3ccc(OC)nc3)c2)cc1,-2,·,-4,-6,1,33,2
O=C(OCCOc1ccc(Br)cc1)c1ccc(Cl)nc1,3,-34,3,-1,3,-32,·
O=C(CSc1ccccc1)NC1=NCCS1,-1,-3,0,-8,-2,-36,-5
COc1ccc2ccccc2c1-c1csc(N)n1,-36,5,-5,-5,-1,-5,4
C[C@@H]1CN([C@@H](C)CO)S(=O)(=O)c2ccc(C3=CCCC3)cc2O[C@@H]1CN(C)C(=O)c1cnccn1,-6,·,-21,·,·,-12,·
C[C@@H]1CN([C@H](C)CO)C(=O)c2cccc(NS(=O)(=O)c3ccc(F)cc3)c2O[C@H]1CN(C)C(=O)Nc1ccc(F)cc1,-9,-1,·,0,·,-4,1
CCC[C@H]1CN(c2ccc(OC)cc2)C(=O)[C@@H]1CC(=O)Nc1ccccc1,-2,·,-1,-1,-5,4,-14
CC(NC(=O)c1cccnc1)C(c1cccs1)N1CCN(C)CC1 (configuration not stated),-6,0,5,1,-16,4,4
C[C@@H]1CN([C@@H](C)CO)C(=O)c2cc(NC(=O)Nc3ccc(F)cc3)ccc2O[C@@H](C)CCCCO[C@@H]1CN(C)Cc1ccncc1,0,7,-11,·,·,22,3
CC1=C(C)CC(C(=O)NCCc2ccc(F)cc2)C(C(=O)O)C1 (configuration not stated),-8,-8,10,-4,1,-9,4
CSc1ncccc1C(=O)NCC(=O)Nc1ccc(F)c(F)c1,·,-4,-3,0,1,-9,-11
C[C@@H]1CN([C@@H](C)CO)C(=O)CCCn2cc(nn2)CO[C@H]1CN(C)C(=O)Nc1ccc(F)cc1,-5&-5&0,0&-3,15&1,-1&-3&0,-2&6,4&-12,-25&9&-5
COc1ccc(C2CC(=O)C(c3cccc(C)c3)=CN2Cc2ccccc2)cc1 (configuration not stated),-2,·,-2,-1,-4,17,5
O=C(Nc1ccc2c(c1)OCCO2)C1CCN(C(=O)c2ccc([N+](=O)[O-])cc2)CC1,1,-5,8,-1,3,-9,-3
CC(=NNC(=O)c1cc(C)oc1C)c1ccc(Br)s1,-2,7,-11,-1,0,-4,-2
CCS(=O)(=O)N1[C@H](CO)[C@@H](c2ccccc2)C12CN(C(=O)C1CC1)C2,-7,·,·,-2,1,-12,-1
COC(=O)C1=C(C)N(CCCC(=O)O)C(=O)NC1c1ccc([N+](=O)[O-])cc1 (configuration not stated),-4,3,3,-2,2,1,-12
Cc1ccc(S(=O)(=O)Nc2ccc3c(c2)C(=O)N([C@H](C)CO)C[C@@H](C)[C@@H](CN(C)Cc2ccccc2)O3)cc1,·,-7,11,2,2,-21,6
CCN(C[C@H]1N[C@@](CC)(C(=O)OC)[C@H]2C(=O)N(C)C(=O)[C@@H]12)C(=O)c1ccc(F)cc1,-2,-10,3,·,4,2,5
O=C(c1cccs1)N1CCN(c2nc3ccccc3s2)CC1,-37,-2,-43,0,-2,-26,-5
CCc1ncc(C(O)c2ccc(Cl)cc2)n1Cc1ccccc1 (configuration not stated),4,·,0,2,0,-12,-5
C=CCOc1ccccc1CN1CCC(CO)(CCOc2ccccc2)CC1,1,20,-4,-1,-3,26,5
COc1cccc(CN(CC(=O)NCc2ccco2)C(=O)CNS(=O)(=O)c2ccccc2)c1,-2,-11,12,·,4,2,-3
COc1ccc(/C=N/N2C(=O)C3C4C=CC(CC4)C3C2=O)c(OC)c1 (configuration not stated),-4,-2,-18,0,0,-11,1
C[C@@H](NC(=O)[C@H]1[C@H](CO)[C@H]2Cn3c(cccc3=O)[C@H]2N1Cc1cccnc1)c1ccccc1,4,·,·,10,-2,7,-2
COc1ccc(S(N)(=O)=O)cc1C(=O)N1CCCC1,-3,1,-3,-4,·,20,18
CN(C)C(=O)c1cc(C(=O)c2ccccc2)c[nH]1,-17,-3,14,0,-1,5,4
COc1ccc(S(=O)(=O)Nc2ccc3c(c2)C(=O)N([C@@H](C)CO)C[C@H](C)[C@H](CN(C)CC2CCCCC2)OCCCC[C@@H](C)O3)cc1,-5,-9,-5,·,·,2,-2
C[C@H]1CCCCO[C@@H](CN(C)S(=O)(=O)c2ccc(F)cc2)[C@@H](C)CN([C@@H](C)CO)C(=O)c2cc(NS(=O)(=O)c3cn(C)cn3)ccc2O1,5,7,7,2,3,10,-6
Cc1ccc(CSc2nnc(Cn3c(=O)sc4ccccc43)n2C)cc1,-1,-2,9,·,2,-9,-2
COc1ccc(NC(=O)c2cc(S(=O)(=O)N3CCCC3)ccc2OC)cc1,·,1,-5,-3,0,-1,5
CO[C@H]1CN(C)C(=O)c2cc(NC(=O)NC(C)C)ccc2OC[C@H](C)N(Cc2ccccn2)C[C@@H]1C,-1,-2,1,6,-4,14,2
COc1ccc(NC(=O)N2CC3(C2)CN(C(=O)CN2CCOCC2)[C@@H](CO)c2[nH]c4cc(OC)ccc4c23)cc1,-13,·,·,-1,1,8,-5
Cc1cc(C)cc(OCC(=O)OCC(=O)NC2CCCCCC2)c1,-7,-1,-6,-2,-2,5,2
CO/N=C/c1ccc(OC)c(Oc2nc(OC)cc(OC)n2)c1,3,-5,12,-6,-5,-2,3
COc1ccc(CNC(=O)Cn2ncn3cccc3c2=O)cc1,-67,·,-41,-1,-1,·,-3
O=C(COC(=O)c1ccc(O)cc1O)Nc1ccc2ccccc2c1,-65,1,-66,-5,3,-9,6
COc1ccc(CNCCCO)cc1OC,·,2,·,-1,-6,10,·
CCOC(=O)C1CCN(c2ncnc3c2cnn3C)CC1,·,5,·,0,-2,-6,·
COc1ccc2oc(-c3ccco3)cc(=O)c2c1,-31,-2,-142,-19,-1,-76,7
CO[C@@H]1CN(C)C(=O)c2ccc(NS(C)(=O)=O)cc2OC[C@@H](C)N(C)C[C@@H]1C,7,1,·,1,-1,13,-2
CN1c2ccc(-c3ccc(C#N)cc3)cc2[C@@H]2[C@@H](CCN2C(=O)c2cccc(F)c2)[C@H]1CO,9,-34,-12,-5,0,-5,4
COCCNC(=O)C[C@@H]1CC[C@H]2[C@@H](COC[C@H](O)CN2Cc2ccc(Cl)c(Cl)c2)O1,·,-2,·,-2,1,-3,-2
C[C@@H]1CCCCO[C@@H](CN(C)C(=O)Nc2ccc3c(c2)OCO3)[C@@H](C)CN([C@@H](C)CO)C(=O)c2cc(NC(=O)CCCN(C)C)ccc2O1,-12,·,·,-1,1,-3,-12
C[C@@H]1CN([C@H](C)CO)C(=O)c2cc(-c3ccccc3)cnc2O[C@H]1CN(C)C(=O)Nc1ccccc1F,-8,-2,·,0,1,-14,1
COc1cccc(C(C(=O)NC2CCCC2)N(Cc2cccnc2)C(=O)Cc2cccs2)c1 (configuration not stated),-1,-4,-1,0,4,2,2
Cc1cc(/C(N)=N/OC(=O)c2ccccc2Cl)no1,17,-11,-34,·,0,84*,-2
O=C(C[C@@H]1CC[C@H](NC(=O)c2cccnc2)[C@H](CO)O1)NCCN1CCCCC1,8,-4,-10,-4,0,-9,2
O=C(C[C@H]1C=C[C@@H](NC(=O)c2ccncc2)[C@@H](CO)O1)NCc1ccncn1,·,·,·,1,0,5,6
COc1ccc(NC(=O)c2cc(-c3ccccc3)on2)cc1OC,-24,-4,-18,1,-2,-8,-5

# (more compounds)
Compound,EWS-Fli block,ARNT TACC3 PPI,PAX8 inh HTS,SIRT5 block,CASP6 VEID inh,LGR2 antag,DENV2 CPE rescue
COc1ccc(OC)c(C(=O)NC(CC(N)=O)c2ccc(N3CCN(c4ccccc4)CC3)c([N+](=O)[O-])c2)c1 (configuration not stated),8,3,18,-2,-2,5,?
COc1ccc(-n2c(=S)[nH]c3cc(C(=O)NCCCN4CCOCC4)ccc3c2=O)cc1OC,13,-1,20,-1,2,0,-1
O=[N+]([O-])c1ccc(Cl)c(S(=O)(=O)/N=C(/c2ccccc2)N2CCOCC2)c1,-2,1,8,0,3,0,5
O=C(Cc1cccs1)N1CCN(S(=O)(=O)c2ccc(Br)cc2)CC1,-5,·,7,8,2,7,1
O=C(Nc1nnc([C@@H]2C[C@H](O)[C@@H](CO)O2)s1)c1cccc(OC(F)(F)F)c1,-17,·,19,-1,-2,·,-15
COc1ccccc1OCCC(=O)OCC(=O)Nc1cc(S(=O)(=O)N2CCOCC2)ccc1Cl,2,0,6,-2,2,10,-2
CCCCCC(=O)C(=O)c1ccc(O)cc1O,7,-39,-5,3,8,10,-1
CCN(C(C)=O)c1cnc(C=NNC(N)=S)c2ccccc12,4,86*,16,1,33,15,-2
CCc1nnc(NC(=O)CCC(=O)NC2CCCc3ccccc32)s1 (configuration not stated),0,18,3,2,-1,11,5
COCC(C)n1c(SCC(=O)NC(=O)NC2CCCC2)nc2ccccc2c1=O (configuration not stated),1,-4,2,3,2,9,?
CC(=O)c1ccc(N(CC(=O)NC2CCCCC2)C(=O)CNC(=O)c2ccco2)cc1,-7,0,0,-3,·,10,-2
Cc1ccccc1CNC(=O)CCNS(=O)(=O)c1ccc(OC(F)(F)F)cc1,-12,-3,14,-8,-3,-33,-6
CC(C)CC(=O)Nc1cc([N+](=O)[O-])ccc1Cl,2,18,·,3,-2,·,3
O=c1ccc(-c2nc3ccccc3n2Cc2ccccc2Cl)c[nH]1,3,7,-27,0,0,4,7
O=C(NCCc1ccc(F)cc1)c1ccc(Cl)c(S(=O)(=O)N2CCOCC2)c1,10,·,7,-1,25,0,1
COc1ccc(CC(=O)Nc2ccc(N3CCCCC3)cc2)cc1,-18,-4,-15,-1,12,·,?
COc1cc(Cl)ccc1OC1(C)CCN(Cc2ccc3ccccc3c2)C1 (configuration not stated),6,·,-1,-2,-1,·,-8
CC(=O)Nc1cccc2c1C(=O)N(c1cccc(OC(C)=O)c1)C2=O,12,4,11,-6,-1,13,3
